Compound activity: PubChem, Southern Research Specialized Biocontainment Screening Center
H37Rv inhibition = M. tuberculosis growth inhibition, HTS (AID 449762) | M. tuberculosis H37Rv growth inhibition, 7H9 media; higher % means a stronger effect | inhibition, % at 25 µM; hits with a dose series show IC50 in µM | hit rate 0.59% among 330,000; in the data active = a potency from the dose series; inconclusive = inhibition above about 70% without an active follow-up result;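 note: bacterial growth assessed after seven days of incubation; strong numbers were not always called active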
inhibitors of VEEV = inhibitors of VEEV TC-83 cytopathic effect, confirmation, Vero cells (AID 588727). Vero cells, VEEV TC-83 cytopathic effect inhibition; higher % means a stronger effect. inhibition, % at 20 µM, or IC50 in µM where a hit was titrated. hit rate 0.13% among 350,000; in the data active = a potency from the dose series; inconclusive = inhibition mostly from about 14% at the one dose, without a potency; inactive = the rest, 99 in 100 with inhibition below about 12%; note: strong numbers were not always called active
Salmonella PhoP GFP = PhoP regulon inhibitors, Salmonella typhi PhoP promoter GFP reporter, confirmatory (AID 1850); Salmonella Typhi PhoP-promoter GFP reporter, fluorescence, 4 h; higher % means a stronger effect; inhibition, % at 50 µM; hits with a dose series show IC50 in µM; hit rate 0.33% among 310,000; in the data active = a potency from the dose series; inconclusive = inhibition mostly from about 25% at the one dose, without a potency; inactive = the rest, 99 in 100 with inhibition below about 19%;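 note: 0% = induced wells with vehicle and 100% = uninduced wells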
M. tuberculosis = growth inhibition of non-replicating M. tuberculosis (AID 488890) | Mycobacterium tuberculosis non-replicating, growth inhibition; higher % means a stronger effect | inhibition, % at 25 µM, or IC50 in µM where a hit was titrated | hit rate 0.39% among 320,000; in the data active = a potency from the dose series; inconclusive = inhibition mostly from about 82% at the one dose, without a potency; inactive = the rest, 99 in 100 with inhibition below about 76%;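 note: plate controls were DMSO cells for no effect and high antibiotic wells for full effect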
influenza NS1A = H1N1 influenza NS1A inhibitors, functional cell based assay (AID 504329). NS1A functional cell-based assay, percent inhibition; higher % means a stronger effect. inhibition, % at 12.5 µM, or IC50 in µM where a hit was titrated. hit rate 0.3% among 340,000; in the data active = a potency from the dose series; inconclusive = inhibition above about 27% without an active follow-up result; note: strong numbers were not always called active
inhibitors of VEEV 10K pilot screen = second read-out of inhibitors of VEEV, no call of its own (marks repeat the call); inhibition, %; measured here: 10K pilot screen inhibition
Active calls of the source: *; i = inactive; u = inconclusive; x = not tested or not shown; & = joins results of further samples. Random draw from the library, and some 1.5% of all compounds hit somewhere here.

SMILES	H37Rv inhibition	inhibitors of VEEV	Salmonella PhoP GFP	M. tuberculosis	influenza NS1A	others
COC(=O)c1c(C)[nH]c(C(=O)CSc2ccc(Cl)cc2)c1C	-4.7%	0.9%	3.6%	9.6%	-4.3%
Cc1csc(NC(=O)CSc2nnc(-c3cccs3)n2C)n1	-1.7%	2.4%	1.3%	0.5%	18.2%
Cc1ccccc1N=Nc1ccc(O)c2ncccc12	u	>25µM*	-0.1%	u	11.8%
O=C(CCCN1C(=O)c2ccccc2C1=O)NCc1ccco1	3.6%	0.4%	3.2%	-4.1%	-3.5%
C/C(=N\NC(=O)c1ccc(O)cc1)c1ccc2c(c1)Nc1ccccc1S2	24.8µM*	8.2%	-4.9%	u	3.3%
COc1cc2c(cc1NC(=O)COCC(=O)O)oc1ccccc12	2.6%	i	9.7%	-6.9%	3.1%
COc1ccc(N2CCc3c(C)nc4c(OC)cc(OC)cc4c32)c(OC)c1	37.3%	i	-3.2%	46.8%	2.1%
O=C(/C=C/c1cccs1)c1cc(F)ccc1OC(=O)N1CCOCC1	1.3%	1.2%	7.1%	2.9%	0.9%
Cc1ccccc1-n1nc2c(c1NC(=O)c1cc3ccccc3oc1=O)CS(=O)C2 (stereo not given)	2.9%	i	-12.3%	x	-1.8%
COc1ccc(CNC(=O)C(OC(=O)c2nsc(Cl)c2Cl)C(C)C)cc1 (stereo not given)	-2.9%	1.5%	-0.2%	61.3%	-16.9%
Cc1csc(NC(=O)c2c(O)c3c(n(CC(C)C)c2=O)CCCC3)n1	65.9%	6.2%	-9.1%	13.4%	3.5%
Cc1ccc(-c2cc(Cc3ccncc3)c(=O)[nH]n2)cc1	-6.2%	2.0%	3.4%	0.8%	x
CN1C(=O)/C(=C\c2ccc(N(C)C)cc2)OC1=S	6.0%	2.0%	-16.5%	-6.6%	-3.3%
COCCO[C@H]1CCC2C3CC=C4C[C@@H](O)CC[C@]4(C)C3CC[C@@]21C (stereo not given in full)	-9.2%	1.8%	x	22.5%	2.8%
Cc1nn(-c2ccccc2)c(C)c1/C=N/NC(=O)c1cc(O)cc(O)c1	0.9%	8.6%	-4.4%	-9.6%	-10.7%
Cc1ccc(/C=N/N(C)C2=NS(=O)(=O)c3ccccc32)cc1	-0.3%	2.4%	-2.7%	10.4%	-10.2%
COc1cc2c(cc1OC)C(C(C)C)=NC(C)(C)C2	3.1%	5.0%	-27.4%	18.6%	1.6%
CNC(=O)c1cc(C(=O)c2ccc(F)cc2Cl)c[nH]1	3.9%	0.1%	-8.8%	10.8%	1.7%
Fc1cccc(Cc2noc(CN3CCN(C4CCc5ccccc5C4)CC3)n2)c1 (stereo not given)	1.9%	0.2%	-8.0%	45.0%	8.0%
Cc1nc(Nc2ccc(F)cc2)[nH]c(=O)c1CCC(C)C	-2.7%	5.5%	6.4%	51.6%	-1.4%
O=C(CCn1c2c(c3ccccc31)CCCC2)NNC(=O)c1ccccc1C(=O)O	-5.2%	0.6%	-1.1%	-8.1%	3.9%
Cc1ccc(CN2CCCC(C(=O)c3sccc3C)C2)o1 (stereo not given)	-7.2%	i	-1.4%	9.6%	4.4%
CCOc1ccc(N2C(=O)CN=C2Nc2ccccc2Cl)cc1	-3.3%	i	-4.0%	4.1%	-16.0%
CN(C)/C=C1\C(=O)N(c2ccc(Oc3ccccc3)cc2)CS1=O (stereo not given)	-1.0%	0.1%	-4.3%	9.2%	-9.1%	inhibitors of VEEV 10K pilot screen=1.1
COc1ccc(CCNC2=C(Cl)C(=O)N(Cc3ccccc3)C2=O)cc1OC	6.6%	4.1%	-5.2%	39.9%	-14.8%
O=C(N/N=C/c1cccs1)c1ccc2c(c1)OCO2	11.8%	0.3%	17.7%	28.7%	8.4%
Cc1cccc(OCCCn2c(CCNC(=O)C(C)C)nc3ccccc32)c1	0.9%	7.8%	-2.0%	22.8%	-2.3%
Cc1nnc(SCC(=O)NC(=O)Nc2ccc3c(c2)OCCO3)n1N	-0.1%	i	-2.2%	-5.0%	-0.3%
Cc1ccc(C(=O)OCC(=O)Nc2cc(C(C)(C)C)no2)c(C)c1	-8.1%	0.1%	x	-5.2%	2.5%
O=C(CC(c1ccccc1)c1cc(Cl)ccc1O)NCCN1CCOCC1 (stereo not given)	3.9%	i	0.3%	25.6%	-1.7%
CCn1c(O)c(C#N)c(C)cc1=O	0.3%	0.9%	-1.4%	-14.5%	-2.4%
CCOc1ccc(NC(=O)c2ccc(CSc3nnnn3C)cc2)cc1	67.2%	2.3%	-23.8%	0.5%	-5.9%
COc1c2c(cc3oc(C)cc(=O)c13)OC(C(C)(C)OC1OC(CO)C(O)C(O)C1O)C2 (stereo not given)	-3.7%	0.2%	11.5%	4.7%	-0.5%
CCn1c(C)nc2cc(S(=O)(=O)C(F)(F)C(F)C(F)(F)F)ccc21 (stereo not given)	0.9%	2.4%	-7.2%	16.9%	-1.8%
COc1cccc2c1cc([N+](=O)[O-])c1c(C(=O)O)cc3c(c12)OCO3	x	2.8%	x	x	3.8%
O=C(/C=C/c1ccc(Cl)cc1)NCCCN1CCOCC1	3.6%	1.1%	-6.7%	-0.2%	-7.2%
CC1(C)C(=O)NCCN1C(=O)CC1C(=O)NCCN1CC(c1ccccc1)c1ccccc1 (stereo not given)	5.5%	i	-31.7%	7.1%	4.7%
N#CC1=C(N)OC2=C(C(=O)CCC2)[C@]12C(=O)N(CC(N)=O)c1ccccc12	-1.2%	0.4%	3.6%	-3.3%	5.6%
NC(=O)C1CCCN(C(=O)Nc2cccc3ccccc23)C1 (stereo not given)	6.1%	i	9.1%	-15.6%	1.5%
Cc1ccc2c(c1)C(=NC1CCCCC1)c1cc3ccccc3nc1-2	5.9%	4.1%	-12.0%	50.3%	3.6%
O=C(CCSc1nc2cc(Cl)ccc2o1)N1CCOCC1	u	4.0%	-1.7%	u	7.2%
CCC(C)Nc1nc(-c2ccccn2)nc2ccccc12 (stereo not given)	u	1.0%	-3.9%	70.7%	25.5µM*
Cc1nc2nc(-c3ccccc3)cn2nc1C	-6.1%	0.3%	-10.3%	-1.7%	7.9%
CSc1scc2c1-c1nc(SCC(=O)C(C)(C)C)ncc1CC2	-2.6%	5.1%	-2.9%	14.9%	-22.2%
CCOC(=O)c1sc2nccc(N(C)C)c2c1N=CNOC	13.5%	3.7%	-9.0%	8.7%	-9.6%
Clc1c(-c2ccccc2)nc2ccccn12	16.4%	i	4.3%	36.8%	4.5%
O=C(Cc1cccc2ccccc12)NCCc1ccccc1	8.6%	0.6%	-2.1%	32.7%	-5.5%
O=c1cc(/C=C/c2ccccc2)oc2c1ccc1ccccc12	-0.7%	6.1%	4.1%	53.3%	-1.9%
O=C(NCC(=O)N1CCN(C(=O)c2ccccc2)CC1)c1ccc(Cl)cc1Cl	-4.9%	3.0%	x	-2.0%	-7.8%
COCCNC(=O)c1ccc2c(=O)n(Cc3ccco3)c(SCC(=O)Nc3ccc(OC)cc3OC)nc2c1	3.2%	0.8%	-0.8%	7.9%	2.9%
CCN(CC)CCN1C(=O)/C(=C\c2ccc(Cl)c([N+](=O)[O-])c2)SC1=Nc1ccc(OC)cc1	1.1%	21.2%	1.0%	9.8%	27.9%
O=C(COC(=O)C1CCCCC1)Nc1cccc(F)c1	1.1%	i	x	62.4%	-1.7%
Cn1c(=O)c(=O)n(C)c2cc(S(=O)(=O)CCC(=O)N3CCOCC3)ccc21	-11.5%	1.1%	4.0%	x	1.0%
COc1cccc(-c2nnc(NC(=O)C(C)C)o2)c1	2.2%	i	-5.3%	x	4.8%
COc1cccc(NC(=O)CSc2nnc(-c3ccoc3C)n2CC2CCCO2)c1 (stereo not given)	-6.6%	6.3%	5.6%	-0.8%	3.6%
COc1ccc(CCn2c3c(c(=O)[nH]c2=O)C(NC(=O)c2cccs2)(C(F)(F)F)C(=O)N3)cc1OC (stereo not given)	-7.8%	i	-0.2%	-9.9%	-21.2%
CCCCn1c(N)c(N(Cc2ccccc2OC)C(=O)c2c(CC)noc2C)c(=O)[nH]c1=O	-0.2%	1.7%	-3.5%	7.4%	18.9%
OC1CCCN(C(=S)Nc2ccc(SC(F)F)cc2)C1 (stereo not given)	0.4%	2.1%	-7.0%	20.0%	-4.7%
O=C1CC(NCc2ccccc2F)C(=O)N1c1ccccc1 (stereo not given)	-2.2%	1.0%	0.3%	3.6%	-1.8%
COc1cc(S(=O)(=O)NC2CCCCC2)ccc1F	-2.8%	0.5%	11.2%	10.3%	5.8%
(more compounds)
SMILES	H37Rv inhibition	inhibitors of VEEV	Salmonella PhoP GFP	M. tuberculosis	influenza NS1A	others
Cc1ccc(/C=C2/C(=O)NC(=O)N(C)C2=O)cc1	2.8%	0.5%	3.0%	-8.6%	-6.7%
CCCCN(C(=O)c1cc2c(s1)CCCCC2)c1c(N)n(CCC)c(=O)[nH]c1=O	-11.2%	2.6%	x	23.1%	-5.0%
Cc1ccc(NCc2nnc(SCC(=O)Nc3ncc(C)s3)n2CC2CCCO2)c(C)c1 (stereo not given)	-2.4%	5.2%	-9.2%&-6.0%	7.3%	3.8%
COc1ccccc1NS(=O)(=O)c1ccc(NC(=O)c2nc3ncccn3n2)cc1	x	0.4%	x	x	3.1%
O=C(NCCNc1ccc([N+](=O)[O-])cc1Cl)c1ccccc1F	16.4%	i	-2.5%	60.1%	1.7%
COc1cc(/C=C/C(=O)OCC(=O)N2CCc3ccccc3C2)ccc1O	-2.0%	0.4%	-4.0%	8.6%	-0.9%
Cc1cc(C(=O)N(C)CC(=O)Nc2ccc(Cl)c(C(F)(F)F)c2)no1	2.0%	0.8%	-5.8%	x	7.6%
Nc1cccc(C(=O)O)c1	7.2%	i	-4.2%	-7.0%	4.3%
COc1ccc(NC(=S)NN2CCOCC2)cc1OC	3.7%	0.4%	5.3%	23.7%	0.6%
Cc1c(-c2ncn[nH]2)sc(C#N)c1-c1ccccc1	-3.0%	6.7%	-16.6%	31.8%	4.7%
CSc1ccccc1C(=O)OCC(=O)Nc1ccc(N2CCOCC2)cc1	-0.7%	0.5%	x	-2.8%	2.1%
CCOC(=O)c1ccc(S(=O)(=O)N2CCN(S(=O)(=O)CC)CC2)cc1	0.9%	i	-7.7%	-13.0%	6.2%
CCSc1ccccc1C(=O)NC1CCCCC1	-7.2%	i	2.3%	-7.2%	8.3%
COc1ccc(OCCOC(=O)CCS(=O)(=O)c2ccc(C)cc2)cc1	2.4%	1.0%	-5.1%	i	-0.9%
C#CCN1C(=O)C(O)(CC(=O)c2cccc(OC)c2)c2ccccc21 (stereo not given)	-0.2%	4.0%	-5.5%	11.8%	3.5%
O=C(O)C[C@@H](CNC(=O)COc1ccc2ccc(=O)oc2c1)c1ccc(Cl)cc1	-3.2%	0.4%	4.3%	-5.2%	-0.7%
O=C(NCc1ccco1)c1ccc(COc2cc(Cl)ccc2Cl)cc1	7.0%	0.4%	4.7%	8.0%	-4.0%
CCOc1ccc(C(=O)Nc2nnc(SCC(=O)NCC3CCCO3)s2)cc1 (stereo not given)	-5.9%	6.5%	-8.1%	69.5%	19.0%
Cc1cccc(C)c1Nc1nnc(SCc2nc3ccccc3s2)s1	-7.5%	2.2%	-0.1%	38.1%	0.3%
Cc1c(NCc2cccnc2)cccc1C(=O)O	3.6%	i	1.3%	-17.9%	9.3%
CCCCOc1ccc(C(O)C(CN2CCCCC2)c2ccccc2)cc1 (stereo not given)	-3.8%	i	-1.9%	x	6.3%	inhibitors of VEEV 10K pilot screen=0.9

Five compounds already listed, ordered by number of heavy atoms, ascending.
SMILES	H37Rv inhibition	inhibitors of VEEV	Salmonella PhoP GFP	M. tuberculosis	influenza NS1A	others
O=C(NCCNc1ccc([N+](=O)[O-])cc1Cl)c1ccccc1F	16.4%	i	-2.5%	60.1%	1.7%
Cc1cccc(C)c1Nc1nnc(SCc2nc3ccccc3s2)s1	-7.5%	2.2%	-0.1%	38.1%	0.3%
CSc1ccccc1C(=O)OCC(=O)Nc1ccc(N2CCOCC2)cc1	-0.7%	0.5%	x	-2.8%	2.1%
CCCCN(C(=O)c1cc2c(s1)CCCCC2)c1c(N)n(CCC)c(=O)[nH]c1=O	-11.2%	2.6%	x	23.1%	-5.0%
Cc1ccc(NCc2nnc(SCC(=O)Nc3ncc(C)s3)n2CC2CCCO2)c(C)c1 (stereo not given)	-2.4%	5.2%	-9.2%&-6.0%	7.3%	3.8%
